LGR2 inh: Drosophila LGR2 receptor signaling inhibition. HEK293 LGR2, CRE-luciferase, bursicon-stimulated, 4 h. inhibition, % at 9.99 µM. 0.35% of 380,000 active. AID 720647;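 active means drop in luminescence signal, shown as inhibition above about 50% in the replicate tests, limit read from the data, passing the limit was not always enough; inconclusive means probably only some replicates passing the limit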;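 further: agonist challenge used bursicon conditioned medium at about half maximal strength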
Statin myotox sup: protects C2C12 myotubes from simvastatin toxicity; ATP luminescence, 48 h; scaled: DMSO 0, geranylgeraniol control 100; rescue of ATP level, % at 7.49 µM; 0.78% of 330,000 active; AID 602340;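 active means mean ATP rescue above about 67%, or every replicate alone reaching that limit, limit read from the data, passing the limit was not always enough; inconclusive means no clear call, values can overlap the other calls; inactive means mean under the limit and some replicate under it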;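 further: myotubes were challenged with 10 µM simvastatin during compound exposure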
ERAP1 inh: inhibitors of human ERAP1 aminopeptidase; recombinant ERAP1, Leu-AMC fluorescence, 60 min; inhibition, % at 10.7 µM; 0.15% of 340,000 active; AID 652197;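 active means mean replicate inhibition of at least 30%, or all replicates individually reaching that 30% level; inactive means mean below 30% and not every replicate reaching it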;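 further: 0% = neutral control wells and 100% = L-leucinethiol positive control wells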
Target sequence (Q9NZ08 whole entry, looked up): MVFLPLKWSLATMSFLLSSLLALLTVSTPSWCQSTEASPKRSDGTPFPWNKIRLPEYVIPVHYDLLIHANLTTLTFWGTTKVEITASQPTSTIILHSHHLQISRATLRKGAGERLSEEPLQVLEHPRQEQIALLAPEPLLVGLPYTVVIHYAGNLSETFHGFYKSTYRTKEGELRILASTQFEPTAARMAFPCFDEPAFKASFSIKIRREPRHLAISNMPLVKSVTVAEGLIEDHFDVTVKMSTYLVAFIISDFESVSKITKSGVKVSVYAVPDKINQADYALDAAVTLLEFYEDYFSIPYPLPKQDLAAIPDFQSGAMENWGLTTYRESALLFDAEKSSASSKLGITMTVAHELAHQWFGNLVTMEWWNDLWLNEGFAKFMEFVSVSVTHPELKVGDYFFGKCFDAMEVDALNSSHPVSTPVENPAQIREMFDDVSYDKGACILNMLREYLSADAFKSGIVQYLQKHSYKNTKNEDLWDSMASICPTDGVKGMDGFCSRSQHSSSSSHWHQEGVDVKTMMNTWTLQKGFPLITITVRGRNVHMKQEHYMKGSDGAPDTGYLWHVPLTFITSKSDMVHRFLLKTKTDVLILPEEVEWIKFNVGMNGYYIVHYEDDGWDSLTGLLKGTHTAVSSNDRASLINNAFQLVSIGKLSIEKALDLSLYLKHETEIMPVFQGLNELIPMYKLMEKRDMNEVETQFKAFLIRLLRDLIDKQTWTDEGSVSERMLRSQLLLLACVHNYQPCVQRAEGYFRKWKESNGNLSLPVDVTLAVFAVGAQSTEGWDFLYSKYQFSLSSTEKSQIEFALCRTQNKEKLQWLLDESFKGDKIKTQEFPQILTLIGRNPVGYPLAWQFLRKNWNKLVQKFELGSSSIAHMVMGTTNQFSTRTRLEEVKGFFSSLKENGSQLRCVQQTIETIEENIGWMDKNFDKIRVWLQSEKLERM
XiGFP reactiv: X-chromosome reactivation activator | activation, % at 7.58 µM | 0.055% of 360,000 active | AID 743238 | XiGFP mouse fibroblasts, % GFP-positive cells imaging, 3 d; cells co-treated with 5-aza-dC sensitizer; scaled so ellipticine positive control = 100%;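 active means mean normalized replicate activation at least 10% and every replicate at or above 10%; inconclusive means only one of the two criteria met; inactive means mean below 10% and not all replicates reach 10%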;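 further: 0% = median of on-plate neutral control wells and 100% = ellipticine 6 µM median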
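Assay system – SV40-immortalized XiGFP fibroblast cells, line 68-5-11 · Buffer or medium – DMEM supplemented with 5-aza-dC as sensitizing agent · Dosing – one concentration, pinned · Benchmarks – positive control ellipticine, 6 µM final · Times – 3 days compound exposure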
Cneo AK release: causes C. neoformans cell lysis; lysis activity, % at 15 µM; 0.2% of 360,000 active; AID 651654; adenylate kinase release luminescence, 4 h; normalised: neutral wells 0, clomiphene wells 100;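 active means mean lysis activity across replicates of at least 80%, whatever share of replicates individually reach that level; inactive means mean lysis activity below 80%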
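Material: C. neoformans cells | Amount: Yeast cell density of 5 × 10^6 cells/mL | Medium: Fresh YPD growth medium | Dosing: Single dose | Times: Static 4 h at 37 °C with compound, 1 h detection | Detection: AK luminescence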
S100A4 inh HTS: blocks human S100A4 binding to myosin IIA peptide. 0.14% of 360,000 active. inhibition, % at 10.7 µM. P26447. S100A4/TAMRA-MyoIIA peptide fluorescence polarization. AID 652163;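 active means mean inhibition of at least 70% across replicates, with every replicate also reaching that level; inconclusive means mean inhibition reaches 70% but some replicates fall short; inactive means mean inhibition below 70%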
Target sequence (P26447 whole entry, looked up): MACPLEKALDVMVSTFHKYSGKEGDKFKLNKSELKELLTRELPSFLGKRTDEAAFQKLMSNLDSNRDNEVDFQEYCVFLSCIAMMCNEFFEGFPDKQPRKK
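Material: human S100A4 monomer with TAMRA-labelled myosin IIA peptide; buffer or medium: HEPES pH 7.2 with CaCl2, KCl, NaCl, DTT, Triton; compound dosing: one concentration per compound; schedule: 5 min incubation before reading; benchmarks: neutral control DMSO, positive control TFP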
SIRT5 block: sirtuin-5 (human) deacylase inhibition | Purified SirT5, succinyl-peptide AMC, trypsin-coupled fluorescence | inhibition, % at 15 µM | 1.1% of 330,000 active | AID 652115; in the data active means inhibition above about 15%; inconclusive means no clear call, values can overlap the other calls
PGC1a acetyl inh: modulators of PGC1a acetylation. U2OS PGC1a acetylation, AlphaScreen anti-acetyl-lysine; with virally co-expressed GCN5 acetyltransferase. inhibition, % at 15.6 µM. 0.17% of 350,000 active. AID 651687;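 active means every replicate shows inhibition of at least 40%; inconclusive means mean inhibition at least 40% but some replicate below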;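 further: 0% = neutral control wells and 100% = positive control wells; some results beyond the cut were filed as inactive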
Numbers without * were called inactive; u = inconclusive; x = no result given; & = joins results of further samples.

mol,S100A4 inh HTS,SIRT5 block,ERAP1 inh,LGR2 inh,PGC1a acetyl inh,Statin myotox sup,XiGFP reactiv,Cneo AK release
C=CCc1ccccc1OCC(O)CN1CCOCC1 (configuration not stated),1.2,-1.9,1.1,x,-22.0,10.6,0.1,1.6
N#CC1(c2ccccc2)CCC(=NNS(=O)(=O)c2ccccc2)CC1 (configuration not stated),-1.2,0.0,1.1,-0.1,0.4,1.8,0.1,0.0
O=[N+]([O-])c1ccc(O)c(/C=N/Nc2ccccn2)c1,-2.2,-9.2,-1.7,23.6,19.9,x,5.0,-3.0
COC(=O)c1nn(-c2ccc(F)cc2)ccc1=O,-15.9,-5.2,0.3,x,3.2,-5.6,0.0,-0.2
CCCNC(=O)N(C)C[C@@H]1Oc2cc(-c3ccccc3F)ccc2S(=O)(=O)N([C@H](C)CO)C[C@@H]1C,-1.3,-0.7,-4.6,-2.9,-9.2,-4.1,-1.3,8.3
COc1ccccc1-c1nnc(C2CCN(S(=O)(=O)c3ccccc3[N+](=O)[O-])CC2)o1,-1.8,3.5,-2.8,11.9,-4.3,7.3,0.0,-2.1
CCOc1ccccc1NC(=S)N1CCN(c2nc(-c3cccc(OC)c3)cs2)CC1,10.6,0.1,x,-2.6,x,x,0.3,x
Cc1ccc(/C=N/NC(=O)c2ccccn2)s1,-9.6,0.2,1.8,u,x,x,-0.1,x
COC(=O)CN1C(=O)CC(C)(C)Sc2ccccc21,-6.1,-2.4,-2.6,-3.3,-8.7,-24.0,0.3,3.2
COc1ccccc1N1C(=NC(=O)COc2ccccc2)SC2CS(=O)(=O)CC21 (configuration not stated),0.2,-0.6,-1.6,3.7,5.1,0.2,0.2,x
CCOC(=O)C1(Cc2ccccc2C(F)(F)F)CCN(C(=O)c2cc(C(C)=O)n[nH]2)CC1,-4.4,-2.8,-1.0,-12.1,x,x,0.4,x
COCCN1Cc2cccc(C(=O)NC3CCCCCC3)c2C1=O,x,x,x,-0.7,8.9,1.1,0.0,1.8
CCNC(=O)C1(C)CCN(C(=O)c2ccc3ccccc3c2)C1 (configuration not stated),-4.8,6.6,-2.0,2.9,x,3.4,0.0,-0.5
CCNC(=O)C[C@H]1CC[C@@H]2[C@H](COC[C@@H](O)CN2Cc2ccccc2F)O1,5.9,0.0,2.3,-4.4,9.2,3.7,0.3,-4.7
c1ccc2c(NCC3CCCO3)nc(N3CCOCC3)nc2c1 (configuration not stated),7.9,-14.2,x,-0.4,-10.8,-13.8,-0.1,-5.6
COc1ccc(S(=O)(=O)N[C@H]2CC[C@@H](CC(=O)N3CCN(c4ccccc4)CC3)O[C@@H]2CO)cc1,10.4,-0.1,0.8,10.1,3.2,-0.4,0.8,46.3
CCOc1ccccc1NC(=O)c1cc(-c2cc(OC)c(OC)c(OC)c2)nc2ccccc12,-15.6,-1.5,0.3,13.2,-5.1,2.9,0.1,1.0
O=C(Nc1ccnc(-c2ccncc2)n1)c1ccc(Cl)cc1,-0.5,5.3,2.0,-4.7,x,-6.6,-0.1,0.7
CN(C)/C=N/c1sc2c(c1C#N)CCC2,1.3,-7.4,2.1,-9.2,1.0,-12.9,x,-3.3
CCCNC(=O)N(C)C[C@@H]1Oc2cc(-c3ccccc3F)ccc2S(=O)(=O)N([C@@H](C)CO)C[C@@H]1C,7.1,-5.6,-0.9,-2.9,-12.2,8.6,1.5,5.3
O=C(N/N=C/C=C/c1ccccc1[N+](=O)[O-])c1cccnc1,-3.0,-1.8,-6.3,-4.0,-11.8,-7.6,0.4,x
C[C@H](NC(=O)[C@@H]1[C@@H](CO)[C@@H]2Cn3c(ccc(-c4ccncc4)c3=O)[C@@H]2N1C)c1ccccc1,9.1,-2.2,3.8,-7.9,x,7.8,0.4,-3.8
O=S(=O)(c1ccc2ccccc2c1)N1CCN(S(=O)(=O)N2CCCCC2)CC1,x,x,x,-1.7,-1.6,-35.7,x,1.0
CCOC(=O)Cc1csc(NC(=O)CSc2nnnn2-c2ccc(F)cc2)n1,-2.2,3.6,13.6,-2.9,x,x,x,x
COc1ccc2nc(N(CCN(C)C)C(=O)c3ccc4ncsc4c3)sc2c1,39.3,0.4,6.6,-97.5,x,-5.7,0.0,-1.7
Cc1ccc(C(=O)N2CCC(C(=O)c3c(C)cc(C)cc3C)CC2)cc1,-3.6,-26.1,0.1,10.5,-1.3,3.8,0.1,8.7
CO[C@@H]1CN(C)C(=O)c2cc(NC(=O)Nc3cc(F)ccc3F)ccc2OC[C@H](C)N(C(=O)c2ccccn2)C[C@@H]1C,3.6&2.7,1.1,0.7&-0.5,-2.1&2.5,0.6,-3.6,0.3&0.2&0.5,-19.1
CCC(O)(CC)C(=O)N=Nc1c(O)[nH]c2ccccc12,0.8,x,1.2,1.0,-2.7,x,0.0,x
COc1ccc(NC(=O)CN(c2ccccc2F)S(=O)(=O)c2ccc(C)cc2)c(OC)c1,1.6,10.5,1.4,x,7.2,6.9,0.0,-1.6
O=C(c1ccc(-n2cncn2)c([N+](=O)[O-])c1)N1CCN(S(=O)(=O)c2cccc(F)c2)CC1,-7.0,-3.8,0.5,2.4,6.4,-3.5,0.0,-1.7
O=C(Nc1cccnc1)OC1CCCCC1,-5.7,0.8,1.1,-18.5,x,x,0.0,x
C=CCn1c(C)cc(C(=O)CN2NS(=O)(=O)c3ccccc3C2=O)c1C,1.1,-0.3,-4.4,-95.2,x,x,1.0,x
O=C(C(=O)N1CCc2ccccc2C1)c1c[nH]c2ccccc12,3.0,1.2,10.3,-3.0,x,x,0.1,x
Cc1ccc(/C=C/S(=O)(=O)NCC(=O)O)cc1,5.2,-0.1,0.7,12.9,6.5,x,0.0,x
O=C(c1ccccc1)N1C[C@@H]2[C@H](c3ccccc31)[C@@H](CO)N2Cc1cc(F)ccc1F,5.6,0.9,1.1,-6.9,-15.6,-16.1,0.3,-3.1
O=C(C[C@@H]1CC[C@@H](NC(=O)Cc2ccccn2)[C@@H](CO)O1)NCCCN1CCOCC1,12.9,15.0*,-4.5,7.1,-0.7,-1.3,-0.2,2.2
CC(C)C[C@H](NC(=O)N1CCOCC1)C(=O)N1CCC[C@H]1C(=O)NCc1ccccc1,-14.7,2.3,-4.9,3.6,x,x,0.0,x
Clc1nnc2c3ccccc3ccn12,-0.1,-5.6,-0.3,5.8,x,x,-0.1,x
CO[C@H]1CN(C)C(=O)c2ccc(NC(=O)c3ccc(F)cc3)cc2OC[C@H](C)N(C(=O)CN(C)C)C[C@H]1C,x,x,x,19.7,-25.6,-8.5,-0.4,x
CN1c2ccc(Br)cc2[C@@H]2[C@@H](CCN2C(=O)C2CCOCC2)[C@H]1CO,11.1,1.0,-0.5,-7.9,-5.0,-19.8,0.1,-11.3
C[C@@H]1CN([C@@H](C)CO)C(=O)CCCn2cc(nn2)CO[C@H]1CN(C)S(=O)(=O)c1cn(C)cn1,1.6&-1.6,-3.2&-5.4,-0.3&-3.2,-5.4,-12.4&1.6,6.2&4.9,0.0&-0.4,-0.7&0.9
O=S(=O)(Nc1ccc(OC(F)F)cc1)c1ccc(-c2ccon2)s1,-4.0,-3.0,3.4,12.8,x,1.8,0.1,-2.5
COC(=O)C(NC(=O)CCC(=O)N[C@@H](C(=O)OC)c1ccccc1)c1ccccc1 (some centres not stated),1.1,x,-0.1,-2.9,-0.6,-19.9,0.0,-0.4
O=C(N[C@@H]1CC[C@@H](CCNS(=O)(=O)c2ccccc2Cl)O[C@H]1CO)c1ccc(F)cc1,2.1,3.9,-3.2,-0.1,7.2,-18.1,0.3,-6.3
O=C(OCCCOC(=O)c1ccc(Br)o1)c1ccc(Br)o1,0.4,1.4,1.2,-9.5,13.4,-4.8,0.0,-0.1
Cc1noc(C)c1NC(=O)Nc1ccc2c(c1)C(=O)N(C)[C@H]1CC[C@@H](CC(=O)N(C)C)O[C@@H]1CO2,13.5,-5.1,-2.8,-16.3,2.4,7.8,0.1,-5.5
C[C@@H]1CCCCO[C@H](CN(C)Cc2ccc(C(F)(F)F)cc2)[C@H](C)CN([C@@H](C)CO)C(=O)c2cc(NC(=O)Cc3ccccc3)ccc2O1,1.1,-1.2,-1.0,31.6,-4.8&14.6,1.9&40.8,-0.1&0.0,0.2&0.9
O=C(NCCc1ccc(Cl)cc1)c1cc(-c2ccccn2)nc2ccccc12,-12.6,1.4,-2.4,-4.7,1.5,17.2,0.0,1.3

Record cards (already shown).
O=C(N[C@@H]1CC[C@@H](CCNS(=O)(=O)c2ccccc2Cl)O[C@H]1CO)c1ccc(F)cc1 is entered as S100A4 inh HTS = 2.1; SIRT5 block = 3.9; ERAP1 inh = -3.2; LGR2 inh = -0.1; PGC1a acetyl inh = 7.2; Statin myotox sup = -18.1; XiGFP reactiv = 0.3; Cneo AK release = -6.3
CCC(O)(CC)C(=O)N=Nc1c(O)[nH]c2ccccc12 is entered as S100A4 inh HTS = 0.8; SIRT5 block = x; ERAP1 inh = 1.2; LGR2 inh = 1.0; PGC1a acetyl inh = -2.7; Statin myotox sup = x; XiGFP reactiv = 0.0; Cneo AK release = x

(next part)
mol,S100A4 inh HTS,SIRT5 block,ERAP1 inh,LGR2 inh,PGC1a acetyl inh,Statin myotox sup,XiGFP reactiv,Cneo AK release
CC1(c2ccccc2)NC(=O)N(CC(=O)N2CCN(S(=O)(=O)c3cccc([N+](=O)[O-])c3)CC2)C1=O (configuration not stated),-2.1,-9.9,-2.7,-2.0,6.7,-10.6,0.1,x
COc1cccc(NC(=O)c2ncc(Cl)c(Cl)c2Cl)c1,4.0,-1.6,-0.4,-35.5,6.8,4.2,0.1,-3.2
COC(=O)Nc1ncc(CN2CCCCC2)s1,x,x,x,4.6,-12.7,-43.1,x,-0.5
NNC(=O)c1nc(-c2ccccc2)cc(-c2ccccc2)n1,5.8,-2.7,-1.5,20.7,x,7.2,0.0,1.5
COc1cccc(NC(=S)N(CCN(C)C)Cc2cccs2)c1,-0.5,-3.0,5.1,-5.9,x,x,0.4,x
CCN1/C(=C2/SC(=S)NC2=O)Sc2ccccc21,-1.3,-0.2,11.9,x,x,x,0.0,x
CC(=O)Nc1ccc2nc(NC(=O)COc3ccccc3Cl)sc2c1,-0.2,-5.3,2.6,-35.6,10.3,-5.6,0.3,1.9
C=CCNC(=O)C1CCC(C(=O)NCC=C)CC1 (configuration not stated),-2.5,0.1,x,-7.1,2.3,-11.5,-0.2,3.0
COc1ccc(CCNC(=O)CSc2nnc(Cn3c(=O)sc4ccccc43)n2C)cc1OC,4.9,-2.4,0.0,-1.4,0.5,26.8,x,x
COc1ccc(C(=O)N2CCCC(C(N)=O)C2)cc1S(=O)(=O)N1CCOCC1 (configuration not stated),-5.0,-1.2,0.5,4.9,x,0.9,-0.2,1.2
CN1CCN(CCC(=O)Nc2ccccc2)CC1,-0.1,-0.9,4.3,7.3,6.2,7.5,0.1,0.2
CCC(=O)N(C)C[C@H]1Oc2ncc(C#C[C@H](C)O)cc2C(=O)N([C@H](C)CO)C[C@@H]1C,-13.4,-4.7,0.2,2.4,8.1,12.3,-0.9,1.5
Clc1ccc(Cn2ccc(C3CC3)n2)cc1,-2.0,-3.4,6.7,-65.8,-0.7,x,-0.3,x

Screening results: PubChem, Broad Institute

An excerpt; the hit share may differ from the screen's.
